GAA850 FXN act: frataxin GAA850 promoter activation. HEK293 lucGAA850 FXN promoter luciferase reporter, 24 h; percent of 10 µM SAHA response. activation, % at 6 µM. hit rate 0.56% among 360,000. AID 540364;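 active means activation above the average of all compounds screened plus 3 SD, cutoff fixed separately per campaign, cut at about 7.5% in these data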;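 further: 0% = DMSO wells and 100% = 10 µM SAHA wells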
ADAM10 inh: ADAM10 inhibition, QFRET primary screen; O14672; recombinant ADAM10, EDANS/DABCYL FRET peptide cleavage, 3 h; inhibition, % at 7 µM; hit rate 0.62% among 370,000;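 active means inhibition above a per-campaign cutoff equal to the mean of compounds falling between control-based bounds plus 3 SD, cut at about 20% in these data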;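 further: 0% = DMSO wells while the 100% control is not disclosed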
ssDAF-12 act: S. stercoralis DAF-12 activation, primary screen | HEK293 ssDAF-12/GRIP1 lit1-tk-luc reporter, luminescence; % of 3 µM dafachronic acid response | AID 652126 | hit rate 1% among 370,000 | activation, % at 6.8 µM;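 active means activation above the mean over all tested compounds plus 3 SD, cut at about 0.9% in these data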;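 further: 0% = DMSO-only wells and 100% = 3 µM delta7-dafachronic acid wells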
HGIII-sPLA2 inh: Inhibits HGIII-sPLA2 liposome hydrolysis, primary screen; inhibition, % at 12.2 µM; hit rate 0.56% among 370,000; QFRET BODIPY PC-A2 liposome hydrolysis, fluorescence; Q9NZ20;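 active means inhibition above mean plus 3 SD of compounds lying within the high and low control bounds, cut at about 19% in these data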;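 further: 0% = median of test compound wells and 100% = no enzyme DMSO wells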
DAX1 inh-1: NR0B1 (DAX1) inhibition; P51843; HEK293 Gal4-DAX1 luciferase reporter, luminescence; inhibition, % at 6.75 µM; hit rate 0.99% among 340,000; AID 504766;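 active means inhibition above the mean over all tested compounds plus 3 SD, cut at about 4.2% in these data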;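 further: 0% = DAX1-transfected cells with DMSO and 100% = empty-vector control cells with DMSO; inhibition shows as a rise in luminescence from relieved DAX1 repression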
Target sequence (P51843 207-470 limits assumed): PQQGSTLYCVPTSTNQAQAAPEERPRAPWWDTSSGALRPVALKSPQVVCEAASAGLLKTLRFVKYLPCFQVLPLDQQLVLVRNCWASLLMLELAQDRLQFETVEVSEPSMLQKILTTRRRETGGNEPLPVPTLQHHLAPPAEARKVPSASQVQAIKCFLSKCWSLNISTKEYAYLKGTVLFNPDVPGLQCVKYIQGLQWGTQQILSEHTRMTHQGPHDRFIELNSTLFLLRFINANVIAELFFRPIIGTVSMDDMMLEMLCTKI
ADAM17 inh: inhibitors of human ADAM17. recombinant ADAM17, EDANS/DABCYL FRET peptide cleavage. hit rate 0.83% among 370,000. AID 720648. inhibition, % at 6.95 µM. P78536;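 active means inhibition above the mean of compounds lying between control limits plus 3 SD, set per campaign, cut at about 8.5% in these data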;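 further: 0% = DMSO-only wells as the low control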
Target sequence (P78536 215-824 limits assumed): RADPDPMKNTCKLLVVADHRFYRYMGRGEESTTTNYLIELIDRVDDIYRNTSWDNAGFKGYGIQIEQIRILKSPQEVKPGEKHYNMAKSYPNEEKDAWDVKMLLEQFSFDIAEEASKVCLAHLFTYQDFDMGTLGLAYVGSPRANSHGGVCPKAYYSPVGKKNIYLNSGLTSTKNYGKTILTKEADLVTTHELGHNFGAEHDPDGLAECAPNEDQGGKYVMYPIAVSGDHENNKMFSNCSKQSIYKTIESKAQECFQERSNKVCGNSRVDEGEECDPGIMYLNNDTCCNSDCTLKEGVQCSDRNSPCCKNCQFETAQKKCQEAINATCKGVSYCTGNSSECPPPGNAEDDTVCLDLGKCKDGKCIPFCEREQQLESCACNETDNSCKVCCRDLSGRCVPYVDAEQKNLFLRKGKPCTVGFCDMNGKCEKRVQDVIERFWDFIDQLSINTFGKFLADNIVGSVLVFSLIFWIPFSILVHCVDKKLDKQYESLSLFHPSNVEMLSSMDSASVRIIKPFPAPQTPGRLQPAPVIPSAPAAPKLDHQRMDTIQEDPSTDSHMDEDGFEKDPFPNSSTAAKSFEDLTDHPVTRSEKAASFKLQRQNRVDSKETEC
DAX1 inh-2: blocks DAX1 repression of SF-1 activated StAR promoter; HEK293T StAR-luciferase reporter, SF-1/DAX-1 repression relief; inhibition, % at 6.8 µM; hit rate 1.1% among 370,000; AID 652010;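 active means inhibition above the mean over all tested compounds plus 3 SD, cut at about 3.6% in these data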;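 further: 0% = DAX-1 cells with DMSO and 100% = cells lacking DAX-1 with DMSO; higher inhibition means more luminescence from relief of DAX-1 repression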
hgDAF-12 ag: activates the H. glycines DAF-12 receptor ligand-binding domain | activation, % at 6.8 µM | AID 687014 | hit rate 1.8% among 370,000 | HEK293 GAL4-hgDAF12 UAS-luciferase reporter, agonist luminescence; normalized to butyrate control;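 active means activation above a cutoff set at the mean of all screened compounds plus 3 SD, cut at about 10% in these data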;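 further: 0% = DMSO wells and 100% = sodium butyrate wells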
hcDAF-12 act: activates DAF-12 receptor from parasite H. contortus | hit rate 1.4% among 370,000 | AID 652067 | activation, % at 6.8 µM | HEK293 hcDAF-12 lit1-tk-luc reporter, luminescence; 0% DMSO, 100% Δ7-dafachronic acid;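 active means activation above the mean of all tested compounds plus 3 SD, cut at about 5.5% in these data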;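 further: 100% = response to 3 µM Δ7-dafachronic acid high control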
PLC-beta3 inh: blocks human PLC-beta3 enzyme activity; Purified PLC-beta3, fluorogenic substrate, fluorescence; Q01970; AID 720704; hit rate 0.18% among 370,000; inhibition, % at 12.2 µM; in the data active means inhibition above about 11%;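 further: 0% = median of compound wells on plate and 100% = full blocker control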
PLC-gamma1 inh: blocks human PLC-gamma1 enzyme activity; inhibition, % at 12.2 µM; purified PLC-gamma1, fluorogenic substrate, fluorescence; hit rate 0.84% among 370,000; P19174; AID 720700; in the data active means inhibition above about 9.5%
Starred values were filed as active, the others as inactive; / = no result given.

SMILES | GAA850 FXN act | ADAM10 inh | ssDAF-12 act | HGIII-sPLA2 inh | DAX1 inh-1 | ADAM17 inh | DAX1 inh-2 | hgDAF-12 ag | hcDAF-12 act | PLC-beta3 inh | PLC-gamma1 inh
CC1=NC2(CCCc3c2no[n+]3[O-])N(O)C1(C)C (stereo unspecified) | -0.6 | -2 | -1.3 | 7 | 0.0 | -3 | 0.6 | -0.7 | -0.8 | 0 | -1
CCN(CC)S(=O)(=O)c1ccc2[nH]c(=O)cc(C(=O)Nc3ccccc3N3CCOCC3)c2c1 | -0.5 | -9 | -1.9 | -2 | -0.6 | -6 | -1.1 | -3.5 | 0.0 | -3 | 1
COc1ccc(/C=N/N2CCOCC2)cc1OCc1ccccc1 | 1.5 | -4 | -0.3 | -3 | -0.2 | -5 | -0.5 | -1.7 | -1.3 | 1 | 0
O=[N+]([O-])c1ccc2[nH]c(=S)[nH]c2c1 | 0.6 | 7 | -1.0 | 6 | -1.5 | 3 | -0.3 | -1.8 | -0.7 | 2 | 6
CCOC(=O)CN1CCCc2nc(-c3ccc(OC)cc3)ccc21 | / | -450 | -0.6 | -2 | / | -125 | -0.1 | 2.1 | 2.8 | -354 | -260
Clc1cccc(CSc2nnc([C@@H]3CCCN3)o2)c1 | 1.7 | -4 | -1.0 | 5 | 1.0 | -7 | -0.3 | 1.5 | -0.5 | 0 | 0
NS(=O)(=O)c1ccc(CCNC(=O)COC(=O)/C=C/c2ccc(Cl)cc2)cc1 | -2.1 | -5 | -1.7 | -3 | 2.4 | -2 | -1.5 | -3.3 | 0.6 | 0 | 1
COc1ccc(OC)c(N/C(=N/c2nc(C)cc(C)n2)NC(C)=O)c1 | 1.8 | 9 | 0.0 | 0 | -2.4 | -2 | -0.8 | -2.0 | 0.1 | -5 | 2
Cc1ccc(C2C(C#N)=C(N)OC3=C2C(=O)CCC3)s1 (stereo unspecified) | 1.4 | 1 | -0.7 | -2 | 0.3 | 3 | 0.2 | 1.8 | -2.4 | 0 | 0
COC(=O)c1cc(CSc2nnc(-c3ccccc3)c(-c3ccccc3)n2)oc1C | -1.9 | 0 | -1.6 | 7 | -1.5 | 0 | -0.5 | 0.1 | -3.8 | -6 | -1
C/C(=N/NC(=O)c1ccncc1)c1ccc2c(c1)OCO2 | -1.0 | 3 | -1.0 | 9 | 1.5 | -5 | 0.1 | -0.8 | -0.2 | -5 | 1
CCOC(=O)N1CCC(N2Cc3cccc(C(=O)Nc4ccc(OCC)cc4)c3C2=O)CC1 | 2.9 | -11 | -1.0 | 1 | 0.4 | -1 | 0.4 | -1.6 | 0.7 | -7 | 0
O=C(c1ccc(CNS(=O)(=O)c2cccc(Cl)c2)cc1)N1CCCCC1 | -0.4 | -4 | -1.1 | -7 | 0.5 | -1 | -2.5 | 1.3 | 0.9 | -11 | 1
Cc1ccccc1C(=O)Nc1ccc(-c2nnc(SC(C)C(=O)O)n2C)cc1 (stereo unspecified) | 0.8 | -2 | -0.7 | -2 | 2.7 | -2 | -0.6 | 4.6 | -0.4 | -3 | 1
S=c1[nH]nc(-c2cccnc2)n1/N=C/C(Cl)=C\c1ccccc1 | 3.6 | 6 | -0.9 | 5 | 0.2 | 1 | 0.5 | 4.6 | 1.6 | 6 | 13*
COc1cc(OC)c(NC(C)C(=O)NCc2ccccc2)cc1Cl (stereo unspecified) | -0.3 | -4 | -1.2 | 0 | -0.2 | 0 | -0.2 | -1.7 | -1.0 | 3 | 1
COc1cccc(Oc2ccc(C(F)(F)F)cc2NC(=O)CN2C(=O)NC3(CCCC3)C2=O)c1 | 1.1 | 10 | -0.9 | -12 | 0.1 | 4 | -0.2 | 4.0 | -2.0 | 2 | 0
Cc1c(Cl)cccc1NC(=O)CN1CCC(C(O)(c2ccccc2)c2ccccc2)CC1 | 3.5 | 13 | -1.7 | -18 | 0.9 | 8.8* | -0.6 | -0.1 | -1.1 | 0 | 7
CC[C@]12c3[nH]c4ccccc4c3CCN1C(=O)C(CC(=O)NCCCn1ccnc1)C[C@@H]2C(=O)N1CCN(C(=O)C2CC2)CC1 (stereo partly specified) | 0.1 | -13 | -1.3 | 11 | -0.4 | 1 | -0.1 | -0.1 | 0.5 | -1 | 2
CC(C)(C)c1nc2ccccc2[nH]1 | 0.0 | -3 | -0.2 | -2 | 0.3 | -2 | 0.0 | 0.3 | -1.4 | 1 | 1
CC(C)Oc1ccc(-c2csc(N3CCC(C(N)=O)CC3)n2)cc1 | / | -1 | -1.1 | 12 | / | -4 | / | 11* | -2.6 | -5 | 3
COC(=O)C12CCCN1C1C(=O)N(Cc3ccc(C(N)=O)cc3)CC1C2 (stereo unspecified) | / | -4 | -0.9 | 7 | / | -4 | -0.5 | -0.5 | -1.9 | 1 | 0
CCOC(=O)c1sc(N)c(C#N)c1COC(=O)C1=COCCO1 | 1.6 | -1 | -1.3 | -12 | -0.4 | -3 | -1.4 | 0.2 | -0.7 | -7 | -5
CCCCCCCCCCCCOC1OC(CO)C(O)C(O)C1NC(C)=O (stereo unspecified) | -1.3 | -2 | -1.2 | 9 | -0.2 | -3 | -0.4 | 1.0 | -0.6 | 1 | -1
CC(C(=O)Nc1ccc(F)c(F)c1F)N(C)CCOc1ccccc1 (stereo unspecified) | 1.7 | 2 | -1.3 | -6 | 0.5 | 1 | -0.2 | -1.1 | -0.9 | -2 | 1
OC(CN1CCCCC1)CN1CCCCC1 | 3.1 | -8 | -0.9 | -5 | -0.1 | 0 | 0.1 | 0.3 | -0.5 | -95 | 11*
Cc1ccccc1CNc1ccc(C(CC(N)=O)NC(=O)c2ccccc2)cc1[N+](=O)[O-] (stereo unspecified) | -1.7 | 3 | -1.3 | 0 | -1.2 | -1 | -1.1 | -1.6 | -1.3 | -1 | 1
COC(=O)c1cccc(Nc2cc(C)n(-c3cccc(C(=O)OC)c3)c(=O)c2)c1 | / | -8 | -1.4 | 1 | / | 0 | -0.4 | -3.0 | -1.0 | -3 | -1
COc1ccc(CNC(=O)c2ccccc2SC)cc1 | -1.1 | -1 | -1.0 | 9 | 1.8 | 0 | 0.7 | -0.7 | -0.2 | 0 | 1
COC(=O)C[C@H](NC(=O)Cn1cnc2c(SC)nc(N)nc21)C(=O)OC | -1.6 | -14 | -0.9 | -4 | 1.6 | -6 | 1.5 | 1.4 | -0.9 | -3 | 0

Arranged by SMILES length (smallest number first): four of the compounds above.
SMILES | GAA850 FXN act | ADAM10 inh | ssDAF-12 act | HGIII-sPLA2 inh | DAX1 inh-1 | ADAM17 inh | DAX1 inh-2 | hgDAF-12 ag | hcDAF-12 act | PLC-beta3 inh | PLC-gamma1 inh
CCCCCCCCCCCCOC1OC(CO)C(O)C(O)C1NC(C)=O (stereo unspecified) | -1.3 | -2 | -1.2 | 9 | -0.2 | -3 | -0.4 | 1.0 | -0.6 | 1 | -1
CCOC(=O)c1sc(N)c(C#N)c1COC(=O)C1=COCCO1 | 1.6 | -1 | -1.3 | -12 | -0.4 | -3 | -1.4 | 0.2 | -0.7 | -7 | -5
CCN(CC)S(=O)(=O)c1ccc2[nH]c(=O)cc(C(=O)Nc3ccccc3N3CCOCC3)c2c1 | -0.5 | -9 | -1.9 | -2 | -0.6 | -6 | -1.1 | -3.5 | 0.0 | -3 | 1
CC[C@]12c3[nH]c4ccccc4c3CCN1C(=O)C(CC(=O)NCCCn1ccnc1)C[C@@H]2C(=O)N1CCN(C(=O)C2CC2)CC1 (stereo partly specified) | 0.1 | -13 | -1.3 | 11 | -0.4 | 1 | -0.1 | -0.1 | 0.5 | -1 | 2

(more compounds)
SMILES | GAA850 FXN act | ADAM10 inh | ssDAF-12 act | HGIII-sPLA2 inh | DAX1 inh-1 | ADAM17 inh | DAX1 inh-2 | hgDAF-12 ag | hcDAF-12 act | PLC-beta3 inh | PLC-gamma1 inh
COc1ccccc1NC(=O)CN1C(=O)COc2ccc(S(=O)(=O)N3CCCCCC3)cc21 | -0.4 | 2 | -0.9 | 0 | -0.9 | -1 | -2.4 | 0.9 | -1.3 | -7 | -1
CCCC(=O)Nc1ccc(Cl)c(NC(=S)NC(=O)C(C)C)c1 | 0.3 | 8 | -1.2 | 5 | -0.1 | 2 | -0.6 | -7.3 | -1.9 | 1 | 1
O=C(c1ccc(Cl)c(S(=O)(=O)N2CCCCC2)c1)N1CCCCCC1 | 0.4 | -13 | -1.2 | 10 | -0.5 | -4 | -3.1 | -0.9 | 0.1 | -2 | 3
Cc1cccc(C)c1NC(=O)CNC(=O)C(C)N1CCCCC1 (stereo unspecified) | 0.0 | -4 | -1.4 | 4 | 0.0 | 1 | 2.4 | 0.6 | 0.0 | -3 | 4
COc1ccc(/C=N/NC(=O)c2ccco2)cc1Cn1nc(C)cc1C | 1.0 | -4 | -0.7 | -2 | 0.8 | -1 | 0.6 | 7.1 | 1.4 | -9 | -6
Cc1ccc(S(=O)(=O)NC(=O)NC(C)(C)C)cc1 | 0.9 | 0 | -1.2 | 1 | -0.3 | 1 | 0.3 | -1.1 | -0.8 | 0 | 0
CC(C)(C)NC(=O)CN(C(=O)CCC(=O)Nc1nccs1)c1ccc2c(c1)OCCO2 | -0.5 | -1 | -1.0 | -5 | -0.3 | 2 | -0.1 | 1.1 | -1.9 | -3 | 1
COc1ccc(S(=O)(=O)N(C)c2ccc(C(=O)NCc3ccccn3)cc2)cc1OC | 2.0 | -10 | -1.2 | -1 | -0.2 | 1 | -0.4 | -0.7 | -2.5 | 0 | 1
COc1ccccc1N(C)c1cc2c(c3c1ccn3C)C1CCC2C1 (stereo unspecified) | / | -13 | -1.7 | 12 | / | -4 | -2.9 | -5.7 | -1.5 | -13 | -11
CC(C)C(OC(=O)c1cccs1)C(=O)NCc1ccccc1 (stereo unspecified) | 1.9 | 4 | -1.8 | 2 | -0.2 | 7 | 0.5 | 1.4 | -1.4 | 3 | 5
CC1(C)CC(N=C2C([N+](=O)[O-])=CC=C3C2=NC2(CCCCC2)N3O)CC(C)(C)N1 | -1.8 | 1 | -1.8 | -10 | 2.1 | 1 | 0.2 | -1.9 | 0.7 | -4 | -10
CCOc1ccc(NC(=S)NCc2ccc3[nH]c(C)cc3c2)cc1 | -0.3 | -6 | -1.6 | -1 | 2.3 | -2 | -0.7 | 2.2 | -0.7 | -4 | 0
CSc1nnc(SCC2=NNC(=O)SC2)s1 | 1.2 | -1 | 0.9* | 9 | 0.4 | -1 | -0.3 | 1.1 | -0.8 | 1 | -3
O=C(COC(=O)c1ccccc1S(=O)(=O)N1CCCCC1)NCC(F)(F)F | 2.6 | 9 | -0.1 | 6 | 1.0 | 1 | -0.6 | 1.9 | -1.9 | 2 | 4
O=C(CSc1ncnc2c1oc1ccccc12)Nc1ccc2c(c1)OCCO2 | 1.4 | -2 | -1.2 | 4 | 0.5 | -3 | -0.8 | 1.4 | -0.7 | -1 | -2
O=C(NCc1cccnc1)c1ccccc1Br | 1.5 | 4 | -1.2 | 4 | 1.6 | -6 | 0.5 | 2.8 | -1.2 | 0 | 1
CC(=O)NC(Cc1ccc(F)c(F)c1)C(=O)NC1CCN(C(=O)c2ccc(C)cc2)CC1 (stereo unspecified) | 1.9 | -1 | -1.3 | 0 | 0.3 | -3 | 0.2 | -1.5 | 0.1 | -5 | -1
